GRK2 aptamer HTS – inhibitors of human GRK2 displacing RNA aptamer. P25098. bead flow cytometry, FAM-aptamer displacement from GRK2. inhibition of aptamer binding, % at 10 µM. hit rate 0.59% among 330,000;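 active means inhibition of aptamer binding above 40%, roughly 3 SD of noise, on plates passing a quality check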;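 further: median bead fluorescence of bound FAM aptamer so fluorescent compounds give negative values; no value below 0 was filed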
Efflux pump inh – inhibitors of Candida antifungal efflux pumps expressed in yeast; hit rate 0.44% among 330,000; inhibition, % at 10 µM; S. cerevisiae Candida pump triplex, Nile Red efflux;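 active means plate passing quality check with inhibition over a set limit, or well fluorescence over plate mean plus 4 SD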;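 further: Nile Red retained in pooled yeast measured as flow cytometry median fluorescence; 0% = buffer negative control and 100% = Enniatin B positive control; higher means more Nile Red kept so more efflux inhibition; some compounds called inactive have numbers as strong as hits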
BCLXL inh – inhibitors of human Bcl-xL. AID 2129. inhibition, % at 10.9 µM. hit rate 0.7% among 320,000. GST-Bcl-xL / FITC-Bim BH3 peptide fluorescence polarization. Q07817;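 active means inhibition above the mean of all tested compounds plus 3 SD, cutoff set per campaign, cut at about 30% in these data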;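 further: 0% = DMSO wells and 100% = unlabeled Bim-BH3 peptide competitor; inhibitors lower millipolarization by displacing the labeled peptide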
Target sequence (Q07817 whole entry, looked up): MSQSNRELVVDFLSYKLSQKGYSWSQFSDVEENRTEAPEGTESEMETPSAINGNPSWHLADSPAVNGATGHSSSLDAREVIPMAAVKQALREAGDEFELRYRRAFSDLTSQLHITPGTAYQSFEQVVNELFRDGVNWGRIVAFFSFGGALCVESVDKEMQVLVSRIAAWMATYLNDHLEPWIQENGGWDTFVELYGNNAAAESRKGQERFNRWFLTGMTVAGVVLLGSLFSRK
VLA-4 inh – inhibition in a human VLA-4 binding assay; P13612; VLA-4 expressing cells, ligand binding flow cytometry; inhibition, % (about 7 µM as worked out from the volumes in the protocol); hit rate 0.2% among 330,000; in the data active means inhibition above about 50%
Fam108B counter – blocks mouse Fam108B hydrolase in RBBP9 counter-screen. recombinant Fam108B, FP-Rh probe fluorescence polarization. inhibition, % at 9.51 µM. hit rate 0.33% among 300,000;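 active means inhibition above the screen mean inhibition plus 3 SD, computed separately per campaign, cut at about 18% in these data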;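 further: inhibitors lower polarization as less probe binds the enzyme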
MCL1 BIM primary – disrupts human MCL1 binding to BIM-BH3 peptide | GST-MCL1 / FITC-Bim-BH3 fluorescence polarization | inhibition, % at 10.9 µM | hit rate 0.68% among 320,000 | Q07820;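 active means inhibition above the mean inhibition of all tested compounds plus 3 SD, set per campaign, cut at about 40% in these data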;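 further: 0% = DMSO wells and 100% = unlabeled Bim-BH3 peptide control; higher means more loss of mP so more displacement of Bim peptide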
Target sequence (Q07820 whole entry, looked up): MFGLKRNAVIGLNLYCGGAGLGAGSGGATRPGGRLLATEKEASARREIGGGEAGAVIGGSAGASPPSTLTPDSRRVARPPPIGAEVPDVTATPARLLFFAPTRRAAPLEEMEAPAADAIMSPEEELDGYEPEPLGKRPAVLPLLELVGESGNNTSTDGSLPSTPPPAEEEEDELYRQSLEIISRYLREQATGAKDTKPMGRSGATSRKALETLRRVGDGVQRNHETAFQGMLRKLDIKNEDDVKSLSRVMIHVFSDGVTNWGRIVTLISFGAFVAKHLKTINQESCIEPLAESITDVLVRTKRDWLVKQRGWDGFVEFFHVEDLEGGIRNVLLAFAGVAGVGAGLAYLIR
PME-1 primary – blocks human protein phosphatase methylesterase 1; Q9Y570; hit rate 0.53% among 320,000; inhibition, % at 5.9 µM; recombinant PME-1, FP-Rh probe fluorescence polarization;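 active means inhibition above the campaign mean of all compounds plus 3 SD, cut at about 26% in these data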;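 further: competitive labeling of PME-1 active site by serine hydrolase directed probe; 0% = PME-1 with DMSO and 100% = wells lacking PME-1 enzyme; inhibitors block probe labeling so polarization falls and inhibition rises; many of its hits are not listed in these tables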
Target sequence (Q9Y570 whole entry, looked up): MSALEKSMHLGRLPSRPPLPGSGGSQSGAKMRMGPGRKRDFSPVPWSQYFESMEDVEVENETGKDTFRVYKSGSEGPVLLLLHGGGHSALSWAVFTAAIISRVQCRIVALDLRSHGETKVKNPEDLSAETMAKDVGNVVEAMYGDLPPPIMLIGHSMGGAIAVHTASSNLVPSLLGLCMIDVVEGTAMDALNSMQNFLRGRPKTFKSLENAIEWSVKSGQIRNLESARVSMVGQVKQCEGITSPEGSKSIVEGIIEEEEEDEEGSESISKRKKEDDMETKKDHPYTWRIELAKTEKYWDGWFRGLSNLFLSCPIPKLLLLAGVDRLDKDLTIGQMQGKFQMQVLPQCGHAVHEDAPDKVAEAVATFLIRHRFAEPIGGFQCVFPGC
GLD-1 RNA inh – GLD-1-TGE RNA interaction inhibition (C. elegans); purified GLD-1 + fluorescein TGE RNA, fluorescence polarization; inhibition, % at 5.96 µM; hit rate 0.44% among 320,000; AID 2280; Q17339;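 active means percent inhibition above a per-plate cutoff, the plate mean of test compounds plus 3 SD, cut at about 30% in these data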;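 further: 0% = DMSO wells with GLD-1 and probe and 100% = wells lacking GLD-1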
MEX-5 binding – C. elegans MEX-5 TCR-2 RNA binding activity. hit rate 0.38% among 300,000. Q9XUB2. MEX-5/FITC-TCR2 RNA binding, fluorescence polarization; hits give low values. activity score (negative = inhibition of binding), % at 10 µM;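 active means inhibition past about -25% in most replicates, and total fluorescence under double the plate's negative control median, limit read from the data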;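 further: 0% = DMSO and -100% = 5 µM competing unlabeled TCR2 RNA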
Starred values were filed as active, the others as inactive; i = inactive; / = no result given. This is a subset; rates above refer to the full screens.

SMILES	GRK2 aptamer HTS	Efflux pump inh	BCLXL inh	VLA-4 inh	Fam108B counter	MCL1 BIM primary	PME-1 primary	GLD-1 RNA inh	MEX-5 binding
O=C(c1ccccc1NS(=O)(=O)c1ccc(Br)s1)N1CCOCC1	0	-0.2	1	1	2	-1	-2	0	-0.7
CC(C)[C@H](NC(N)=O)C(=O)Nc1cccc(S(=O)(=O)N2CCOCC2)c1	2	-0.2	2	15	-1	8	-4	3	1.0
CCc1sc(C(=O)Nc2cccc(C(C)=O)c2)cc1C	1	-0.2	6	-2	0	0	-6	3	1.9
CC(C)c1ccc(S(=O)(=O)N(C)C2(C)CCS(=O)(=O)C2)cc1 (stereo not drawn)	1	-0.1	4	1	-7	-5	-12	13	1.2
Cc1cccc(N2C(=O)CC(N3CCN(c4cccc(C(F)(F)F)c4)CC3)C2=O)c1 (stereo not drawn)	0	-0.1	2	-2	2	22	7	4	-1.3
CC(=O)N1CCN(c2ccc(NC(=O)c3ccc(Br)o3)cc2Cl)CC1	0	-0.1	2	-15	6	5	-5	3	2.2
Cc1ccc(S(=O)(=O)CCC(=O)Oc2ccc3c(C)cc(=O)oc3c2)cc1	1	-0.1	1	-3	3	-5	-2	8	-0.5
CNC(=O)COC(=O)c1ccc(-c2nc3ccccc3s2)s1	3	0.4	-5	-7	-1	-8	3	4	3.7
CCNC(=O)CC1C(=O)N(c2ccc(F)cc2)C(=O)N1CCc1ccc(OC)cc1 (stereo not drawn)	0	-0.1	-3	3	-1	-4	-1	-7	-2.3
COc1ccccc1N1C(=O)Cc2ccccc2C1=O	3	0.1	-4	7	3	-9	-5	-12	-0.4
Cc1cc(NC(=O)CCC(=O)N(CC(=O)NC2CCCC2)c2ccc3c(c2)OCCO3)no1	0	-0.2	6	5	0	-2	0	3	1.5
O=[N+]([O-])c1ccc2nc(-c3ccccc3)n(OCc3ccc(Cl)cc3)c2c1	4	0.3	9	-6	4	5	2	1	-0.1
CCS(=O)(=O)c1nc2ccccc2n1CC(=O)N1CCCCC1	11	0.0	-1	0	10	-5	-3	0	-1.4
CN(Cc1cnccn1)C(=O)C1CCC(=O)N(CCc2ccc(Cl)cc2)C1 (stereo not drawn)	2	-0.1	8	2	1	3	-4	-2	0.5
S=C(NCc1ccco1)NCC(c1ccco1)N1CCCCC1 (stereo not drawn)	0	-0.2	8	0	-7	5	4	8	0.0
COc1ccc(NC(=O)CCNS(=O)(=O)c2ccc(Cl)c([N+](=O)[O-])c2)cc1S(N)(=O)=O	3	0.0	7	-3	1	2	-5	-1	-3.3
COc1cc(OC)cc(C(=O)OCCCOC(=O)c2cc(OC)cc(OC)c2)c1	0	0.1	-5	12	-1	-14	-3	-10	-3.9
CCOC(=O)C1(CCOc2ccccc2)CCN(C(=O)c2ccc(-n3cccn3)cc2)CC1	0	-0.3	2	9	0	0	-5	3	0.6
O=C(Nc1cccc(Cl)c1)c1ccc(NCCCN2CCOCC2)c([N+](=O)[O-])c1	0	-0.1	2	2	3	0	5	1	0.9
COc1ccc(/C=N/Nc2nccnc2Cl)cc1	0	-0.1	1	-4	1	-2	6	1	-3.7
COC(=O)c1c(NC(=S)NNS(=O)(=O)c2ccc(OC)cc2OC)sc2c1CCCCCC2	1	-2.1	/	2	/	/	/	/	-1.0
Cc1cc(C(=O)NN=C2CCCCCC2)c(C)o1	1	-0.2	5	2	3	3	-2	-2	-2.0
O=C(NCCCN1CCOCC1)c1ccc2c(=O)n(Cc3cccc(Br)c3)c(=S)[nH]c2c1	0	0.1	-26	-6	-3	-28	-1	0	0.3
COc1cc(/C=C/C(=O)OCC(=O)NCCCc2ccccc2)ccc1O	0	-0.3	/	27	/	/	/	5	/

Next part, starting with the last six of the part before.
SMILES	GRK2 aptamer HTS	Efflux pump inh	BCLXL inh	VLA-4 inh	Fam108B counter	MCL1 BIM primary	PME-1 primary	GLD-1 RNA inh	MEX-5 binding
O=C(Nc1cccc(Cl)c1)c1ccc(NCCCN2CCOCC2)c([N+](=O)[O-])c1	0	-0.1	2	2	3	0	5	1	0.9
COc1ccc(/C=N/Nc2nccnc2Cl)cc1	0	-0.1	1	-4	1	-2	6	1	-3.7
COC(=O)c1c(NC(=S)NNS(=O)(=O)c2ccc(OC)cc2OC)sc2c1CCCCCC2	1	-2.1	/	2	/	/	/	/	-1.0
Cc1cc(C(=O)NN=C2CCCCCC2)c(C)o1	1	-0.2	5	2	3	3	-2	-2	-2.0
O=C(NCCCN1CCOCC1)c1ccc2c(=O)n(Cc3cccc(Br)c3)c(=S)[nH]c2c1	0	0.1	-26	-6	-3	-28	-1	0	0.3
COc1cc(/C=C/C(=O)OCC(=O)NCCCc2ccccc2)ccc1O	0	-0.3	/	27	/	/	/	5	/
COc1ccc2[nH]cc(C(=O)CN3CCN(C(=O)c4ccco4)CC3)c2c1	0	0.1	4	4	-8	0	-2	3	0.3
CCOc1ccc(NC(=S)N2CCC(NC(=O)c3ccccc3)CC2)cc1	0	-0.2	2	3	-1	6	-1	-1	-0.5
Cc1ccc(N2C(=O)/C(=C/c3ccco3)SC2=S)cc1	7	0.3	2	8	1	16	-5	-1	1.2
CCC(=O)N(Cc1cc(=O)[nH]c2ccccc12)C1CCCCC1	0	0.0	2	4	0	-4	7	-1	1.9
CCC(=O)NC(=S)Nc1ccc(NC(=O)c2ccco2)c(OC)c1	5	0.0	3	7	0	6	0	8	/
COc1ccccc1N(C)S(=O)(=O)c1ccc(C(=O)OCC(=O)NCCC2=CCCCC2)cc1	0	-0.4	-2	-5	-2	-15	4	5	0.9
CCC(C)(C)n1nnnc1C(C(C)C)N(Cc1cccnc1)Cc1ccco1 (stereo not drawn)	0	0.0	0	8	2	-6	-1	2	0.9
CC(=O)N1CCN(C(=S)NC(=O)c2c(-c3ccccc3Cl)noc2C)CC1	0	0.0	-1	-5	-1	-3	-3	-1	0.6
COc1ccc(-n2cc(CN(C)Cc3n[nH]c(=O)[nH]3)c(-c3cccc(F)c3)n2)cc1	0	-0.1	3	-4	-2	2	-8	-5	-1.9
C(=C\c1ccccc1)/CN1CCN(Cc2ccc3c(c2)OCO3)CC1	0	0.0	2	14	1	1	2	-5	1.0
O=C(Nc1cccc(-c2cn3cccnc3n2)c1)c1ccc(Br)o1	0	0.6	-6	7	0	-5	-12	-3	-1.4
O=C(NCc1ccco1)C1c2ccccc2Oc2ccccc21	17	0.1	6	35	-4	3	-8	2	-2.9
Fc1ccccc1-c1nc(NCc2ccco2)c2ccccc2n1	4	-0.3	3	-8	0	0	-5	-5	1.5
COC(=O)C1=C(C(=O)OC)[C@@H]2N(C)c3ccccc3[C@@]23C[C@@H](CO)N=C3N1	0	-0.2	7	16	1	12	0	0	-1.8
CN(C)c1ccc(/C=N/N=C2/NC(=O)/C(=C/c3ccc([N+](=O)[O-])cc3)S2)cc1	2	0.1	-5	i	2	-13	11	-17	/
COc1cccc(-c2nn(-c3ccc(C)cc3)cc2C(=O)NCC(c2cccs2)N2CCOCC2)c1 (stereo not drawn)	1	0.0	2	26	-8	-5	-8	4	-0.6
O=C(Nc1ccc(Cl)cc1F)C1CC1c1ccccc1 (stereo not drawn)	3	0.3	-2	26	0	2	3	-12	-0.5
CCCn1c(C)cc(C(=O)CSc2nc3ccccc3c(=O)n2Cc2ccco2)c1C	0	0.4	5	-4	-3	13	-10	3	1.6
O=C(NCc1ccc2c(c1)OCO2)c1cccnc1Cl	0	0.0	1	-6	0	-1	-1	1	-4.1
COc1ccc(C)cc1NC(=O)CCN1CC(C)OC(C)C1 (stereo not drawn)	3	0.1	3	0	-1	-3	-1	8	-0.4
CN1CCN(Cc2cccc(Oc3ccccc3)c2)CC1	0	0.0	4	16	3	9	0	9	1.1
NC(=O)C(c1ccc(Cl)cc1)c1ncc(C(F)(F)F)cc1Cl (stereo not drawn)	0	0.1	6	22	4	10	-11	3	1.0
COc1ccc(NC(=O)C2CCN(c3nc(C)cc(C)n3)CC2)cc1	1	-0.1	2	-6	-2	5	-1	2	0.4
CCCCNC(=S)Nc1cc([N+](=O)[O-])ccc1C	0	-0.1	3	15	1	0	4	5	1.2
CC(C)(C)OC(=O)N[C@H](C(=O)OC(C)(C)C)c1ccc(C(F)(F)F)cc1	1	0.1	-4	20	/	-6	3	-17	/
COc1cc(/C=C2/NC(=O)NC2=O)cc(Br)c1OCc1ccc(C(=O)O)cc1	2	0.0	10	1	2	1	-6	-4	-2.0
O=[N+]([O-])c1cc(C(F)(F)F)ccc1N/N=C/c1cc2ccccc2nc1Cl	3	0.0	-2	0	3	-2	2	4	3.5

Of the compounds above, 6 have a nitro group on carbon:
SMILES	GRK2 aptamer HTS	Efflux pump inh	BCLXL inh	VLA-4 inh	Fam108B counter	MCL1 BIM primary	PME-1 primary	GLD-1 RNA inh	MEX-5 binding
O=[N+]([O-])c1ccc2nc(-c3ccccc3)n(OCc3ccc(Cl)cc3)c2c1	4	0.3	9	-6	4	5	2	1	-0.1
COc1ccc(NC(=O)CCNS(=O)(=O)c2ccc(Cl)c([N+](=O)[O-])c2)cc1S(N)(=O)=O	3	0.0	7	-3	1	2	-5	-1	-3.3
O=C(Nc1cccc(Cl)c1)c1ccc(NCCCN2CCOCC2)c([N+](=O)[O-])c1	0	-0.1	2	2	3	0	5	1	0.9
CN(C)c1ccc(/C=N/N=C2/NC(=O)/C(=C/c3ccc([N+](=O)[O-])cc3)S2)cc1	2	0.1	-5	i	2	-13	11	-17	/
CCCCNC(=S)Nc1cc([N+](=O)[O-])ccc1C	0	-0.1	3	15	1	0	4	5	1.2
O=[N+]([O-])c1cc(C(F)(F)F)ccc1N/N=C/c1cc2ccccc2nc1Cl	3	0.0	-2	0	3	-2	2	4	3.5

High-throughput results deposited in PubChem by several laboratories.
